# High-throughput results: PubChem, several laboratories
# NCF1 inh = p47phox (human) inhibition | P14598 | p47phox/p22phox peptide binding, fluorescence polarization, 2 h | inhibition, % at 24.7 µM | 220,000 tested, 0.53% active | AID 1274;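 active = inhibition above about 30%, limit read from the data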;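 also: 0% = p47phox with labelled peptide and 100% = labelled peptide alone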
# EBV gp42 block = blocks Epstein-Barr virus glycoprotein 42 binding; Q1HVG2; Fluorescence polarization binding assay, mP read-out; AID 1085; inhibition, % (tested at 21.74 µM); 220,000 tested, 0.42% active; in the data active = inhibition above about 50%
# Target sequence (Q1HVG2 whole entry, looked up): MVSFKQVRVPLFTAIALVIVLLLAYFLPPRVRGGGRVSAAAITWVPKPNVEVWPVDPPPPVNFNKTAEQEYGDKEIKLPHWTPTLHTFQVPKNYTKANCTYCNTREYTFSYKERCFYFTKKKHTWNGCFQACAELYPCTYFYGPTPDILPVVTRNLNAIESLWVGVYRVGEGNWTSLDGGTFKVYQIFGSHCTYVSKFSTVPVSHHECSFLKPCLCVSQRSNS
# m-calpain inh = inhibitors of pig calpain II; inhibition, % at 16 µM; 220,000 tested, 0.37% active; purified calpain II, fluorogenic peptide substrate, 30 min;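 active = inhibition above about 50%, limit read from the data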
# Furin inhibitor = human furin inhibition; P09958; purified furin, fluorogenic substrate cleavage; inhibition, % at 30 µM; 220,000 tested, 0.061% active; AID 463115; in the data active = inhibition above about 25%; also: inactives centre near -15
# Target sequence (P09958 108-714 limits assumed): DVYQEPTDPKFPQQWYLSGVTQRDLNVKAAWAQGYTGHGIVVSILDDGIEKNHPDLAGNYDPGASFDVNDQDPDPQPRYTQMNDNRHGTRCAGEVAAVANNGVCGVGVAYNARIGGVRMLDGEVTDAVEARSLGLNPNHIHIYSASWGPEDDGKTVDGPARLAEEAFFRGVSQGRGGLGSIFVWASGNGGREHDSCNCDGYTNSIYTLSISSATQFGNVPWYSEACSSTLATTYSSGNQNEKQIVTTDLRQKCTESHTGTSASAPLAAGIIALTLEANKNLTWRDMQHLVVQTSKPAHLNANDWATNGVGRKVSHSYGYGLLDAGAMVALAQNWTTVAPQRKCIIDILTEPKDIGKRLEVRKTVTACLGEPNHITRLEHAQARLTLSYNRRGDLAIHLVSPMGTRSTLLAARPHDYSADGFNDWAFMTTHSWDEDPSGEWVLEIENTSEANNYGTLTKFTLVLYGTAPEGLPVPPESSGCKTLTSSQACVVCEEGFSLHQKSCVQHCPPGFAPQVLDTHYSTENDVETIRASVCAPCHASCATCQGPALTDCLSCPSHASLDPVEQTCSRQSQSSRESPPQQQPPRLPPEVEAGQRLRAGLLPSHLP
# RBBP9 inhibitor = inhibitors of human serine hydrolase RBBP9; inhibition, % at 7.94 µM; AID 1515; O75884; recombinant RBBP9, FP-Rh probe fluorescence polarization; 220,000 tested, 0.2% active;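 active = inhibition above the campaign mean of all tested compounds plus 3 SD, cut at about 14% in these data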;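 also: plate controls were DMSO wells with RBBP9 for no effect and wells lacking RBBP9 protein for full effect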
# Target sequence (O75884 whole entry, looked up): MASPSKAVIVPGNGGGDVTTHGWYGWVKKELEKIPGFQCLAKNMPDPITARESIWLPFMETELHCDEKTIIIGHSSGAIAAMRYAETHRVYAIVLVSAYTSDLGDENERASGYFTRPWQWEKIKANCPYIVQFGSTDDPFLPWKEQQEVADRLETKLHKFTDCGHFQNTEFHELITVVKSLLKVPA
#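 Controls: DMSO-treated enzyme wells and wells lacking RBBP9 | Material: RBBP9 protein | Technique: Fluorescence polarization | Replication: Single well per compound, no replicates | Buffer or medium: Tris-NaCl-Pluronic buffer, pH 8.0 | Timing: 30 min compound preincubation, 45 min probe labeling, 25 °C | Read-out basis: Percent inhibition from mP, scaled between DMSO and no-protein wells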
# p97 ATPase inh = human p97 ATPase inhibition. P55072. recombinant p97 ATPase, Kinase-Glo ATP luminescence, 3 h. inhibition, % at 8 µM. 220,000 tested, 0.42% active. AID 1481; in the data active = inhibition above about 15%;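 also: 0% = DMSO vehicle and 100% = wells lacking enzyme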
# Runt-CBFb FRET = Runt domain-CBFb interaction inhibition; Q01196+Q13951; Cerulean-Runt/Venus-CBFb FRET ratio 530/480, 1 h; inhibition, % at 20 µM; 220,000 tested, 0.46% active;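 active = inhibition over about 50% at 20 µM in the single-dose screen, limit read from the data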;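 also: 0% = DMSO wells and 100% = excess unlabeled CBFb competitor control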
#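 Assay system: Cerulean-tagged RUNX1 Runt domain (FRET donor) fusion protein / Amount: 100 nM each of Venus-CBFb and Cerulean-Runt domain / Medium: Tris buffer pH 7.5 with salts and BSA / Also added: Venus-CBFb 100 nM / Schedule: 1 h complex formation plus 1 h compound treatment, room temperature / Signal: FRET fluorescence / Read-out: loss of energy transfer signal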
# TbHK1 inh = T. brucei hexokinase 1 inhibition; 220,000 tested, 0.11% active; inhibition, % at 10 µM; recombinant TbHK1, G6PDH-coupled NADH A340;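 active = inhibition of 50% or more in the single-dose primary screen; inactive = inhibition below 50%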
# Runt-SMMHC FRET = inhibitors of human RUNX1 Runt domain binding to CBFb-SMMHC | inhibition, % at 20 µM | AID 1434 | 220,000 tested, 0.74% active | Cerulean-Runt/Venus-CBFb-SMMHC FRET ratio 530/480, 1 h;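 active = mean inhibition across duplicate retests at 20 µM reaching about 50%, limit read from the data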;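 also: 0% = DMSO wells and 100% = wells with excess untagged CBFb-SMMHC; inhibitors lower the FRET ratio by blocking Runt binding to CBFb-SMMHC; some results filed as inactive read as strong as hits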
# * marks the source's active call; other numbers are inactive results; i = inactive; . = not tested or not shown; [ ] = dose if it differs, or a comment.
1	COc1ccc(OCC(=O)Nc2cccc(NC(=O)c3ccco3)c2)cc1
2	C[N+]1(C)CCC(=C2c3ccccc3CC(=O)c3sccc32)CC1
3	Cc1ccc(CNC(=O)CSc2c3c(nc4ccc(Cl)cc24)CCCC3)o1
4	Cc1ccc2[nH]c(=O)c(CN(Cc3cccs3)Cc3nnnn3Cc3ccccc3)cc2c1
5	O=C(NCc1ccco1)c1c(F)cccc1Cl
6	COCCN1CCn2c(nc3cc(Nc4nnc(C)c5ccccc45)ccc32)C1
7	CCn1c(SCC(=O)Nc2nccs2)nnc1-c1ccc(C)cc1
8	CCC(C)c1ccccc1NC(=O)COC(=O)c1ccc2c(c1)S(=O)(=O)c1ccccc1C2=O (stereo not drawn)

Compound	1	2	3	4	5	6	7	8
m-calpain inh	-7	-11	-20	-34	-11	-6	-15	13
Furin inhibitor	-18	-14[20 µM]	-10[20 µM]	-16	-20	-4	-8[20 µM]	-14
EBV gp42 block	5	-110	-8	-20	-13	-3	-17	-8
Runt-SMMHC FRET	0	6	3	-1	-1	-4	1	4
Runt-CBFb FRET	2	-5	11	-4	-2	-3	-3	-1
p97 ATPase inh	-1	19*	4	2	4	2	-9	1
NCF1 inh	0	-8	-14	-10	-10	-1	-1	-13
TbHK1 inh	0	-8	-7	1	-9	-28	9	0
RBBP9 inhibitor	-12	2	1	-11	-7	-5	-7	-1

9	S=C(c1ccc(-c2ccccc2Cl)o1)N1CCOCC1
10	Cc1c(Cl)c(-c2n[nH]c(=S)n2CC(C)C)nn1C
11	CC1(C)N=C(SCC(=O)Nc2ccc(Cl)cc2)C(c2ccccc2)=N1
12	O=C(/C=C/c1ccc(OCc2ccccc2)c(OCc2ccccc2)c1)c1cccnc1
13	O=C(O)CCC(=O)N1N=C(c2ccccc2)CC1c1cccs1 (stereo not drawn)
14	Cc1noc(/C=C/N(C)C)c1S(=O)(=O)N1CCN(c2ccccc2)CC1
15	CC(=O)c1sc2nc(C)cc(C)c2c1N
16	Cc1cccc(C)c1NC(=O)C(c1ccccc1)N1CC(=O)Nc2ccccc21 (stereo not drawn)

Compound	9	10	11	12	13	14	15	16
m-calpain inh	-21	2	-14	-26	11	27	i	24
Furin inhibitor	-12	-10	-23[20 µM]	-19	-15	-27	-13[20 µM]	-8
EBV gp42 block	-7	-6	-8	-5	-22	-3	-12	-7
Runt-SMMHC FRET	4	15	3	4	-7	2	78*	6
Runt-CBFb FRET	21	7	0	3	1	0	28	2
p97 ATPase inh	0	3	1	5	2	-8	4	-7
NCF1 inh	-13	-11	-8	-10	-11	-23	-10	6
TbHK1 inh	-6	-1	-3	-12	-8	-35	-3	3
RBBP9 inhibitor	-3	-12	3	-10	-2	-13	3	-14

17	Cc1ccc(NC(=O)c2nc[nH]c2C(=O)N[C@@H](C)C(=O)OC(C)(C)C)cc1
18	O=C(Nc1ccc(SC(F)F)cc1)c1ccccc1F
19	COc1ccc(CN(C(=O)c2cccc(OC)c2)C2CCS(=O)(=O)C2)cc1 (stereo not drawn)
20	O=C(N/N=C\c1cccnc1)c1cc(-c2ccc(Cl)s2)[nH]n1
21	CC(=O)Nc1ccccc1N(C)S(=O)(=O)c1ccc(C)cc1
22	COC(=O)C(NC(=O)c1cccnc1Cl)C(C)C (stereo not drawn)
23	CSc1n[nH]c(NC2=CC(=O)CCC2)n1
24	Cc1nnc(SCC(=O)NCc2ccccc2Cl)[nH]c1=O

Compound	17	18	19	20	21	22	23	24
m-calpain inh	-3	24	-299	-18	-9	-27	10	-3
Furin inhibitor	-23	-4	-19	-29	-20	-28	-21	-21
EBV gp42 block	-9	-3	-5	-25	12	0	-10	-15
Runt-SMMHC FRET	3	0	-2	-2	0	-1	-1	-2
Runt-CBFb FRET	-5	-2	0	-3	1	1	0	-3
p97 ATPase inh	.	-5	7	5	4	3	2	3
NCF1 inh	-5	0	0	-32	-12	-10	-4	-18
TbHK1 inh	-10	8	-4	0	2	-6	-8	2
RBBP9 inhibitor	.	-6	-6	-21	6	-1	-11	6

25	O=C(N/N=C\c1cccc([N+](=O)[O-])c1O)C1COc2ccccc2O1 (stereo not drawn)
26	Cc1oc2cc(O)cc(O)c2c(=O)c1-c1ccc2c(c1)OCCCO2
27	O=C(O)C1C2C=CC(C3CC23)C1C(=O)NCCc1ccccc1 (stereo not drawn)
28	Cc1ccc(C(C(=O)NC(C)(C)C)N(Cc2cccs2)C(=O)c2ccc3c(c2)OCCO3)cc1 (stereo not drawn)
29	O=C(OCC(=O)N1CCc2ccccc21)c1ccc[n+]([O-])c1
30	CCCCCCCCOC(=O)C1=C(C)Nc2nnnn2C1c1cccs1 (stereo not drawn)
31	O=C(O)c1cccnc1SC1CC(=O)N(CCc2ccccc2)C1=O (stereo not drawn)
32	CCc1ccc(CNC(=O)Cn2nc(-c3ccc(C)cc3)ccc2=O)cc1

Compound	25	26	27	28	29	30	31	32
m-calpain inh	24	23	-8	9	2	50*	-26	14
Furin inhibitor	-10	-21	-13[20 µM]	-13	-21[20 µM]	-5[20 µM]	-17[20 µM]	-13
EBV gp42 block	13	1	-20	-7	-21	-15	-5	4
Runt-SMMHC FRET	-2	1	2	-2	2	0	-6	-5
Runt-CBFb FRET	-2	-2	2	-4	2	-5	1	-6
p97 ATPase inh	-6	4	-2	-1	1	-3	-2	-7
NCF1 inh	2	-4	8	52*	-4	-1	-11	-4
TbHK1 inh	10	-23	-2	2	-9	10	-11	6
RBBP9 inhibitor	6	4	-1	-2	3	-4	-14	2

33	OC(Cn1cncn1)c1ccc(Cl)cc1Cl (stereo not drawn)
34	Cc1ccccc1C1C(C#N)=C2N=C(N)c3ccccc3N2C2=C1C(=O)CCC2 (stereo not drawn)
35	Cc1[nH]c2ccccc2c1C(=O)CN1CCC(C)CC1
36	O=C(Cc1csc(N2CCOCC2)n1)N/N=C/c1ccc(F)cc1
37	CCOC(=O)C(C)Oc1cccc2c(=O)n(CC(=O)NCCc3ccc(OC)c(OC)c3)ccc12 (stereo not drawn)
38	COc1ccc(-c2[nH]ncc2/C=N\NS(=O)(=O)c2ccccc2)cc1OC
39	CN1CCc2c(C#N)c(N3CCCCC3)nc(NCc3ccccc3)c2C1
40	Cc1ccc(-c2nn(-c3cccc(F)c3)cc2CNCCc2ccncc2)o1

Compound	33	34	35	36	37	38	39	40
m-calpain inh	-9	-22	-12	-15	9	-24	-202	-32
Furin inhibitor	-20	-11	-14[20 µM]	-16[20 µM]	-13	-10[20 µM]	-15	-30
EBV gp42 block	-17	4	-47	-13	-1	-25	-2	-15
Runt-SMMHC FRET	-3	-3	-2	2	4	0	11	2
Runt-CBFb FRET	-2	1	3	4	-3	3	11	3
p97 ATPase inh	3	8	-2	3	1	0	-2	1
NCF1 inh	-6	-7	-2	-8	4	2	-4	-21
TbHK1 inh	-2	7	-9	3	-7	-5	-12	-5
RBBP9 inhibitor	-3	0	-2	-8	-6	-11	7	4

# 2 compounds from above with just Runt-SMMHC FRET.
cpd | SMILES | Runt-SMMHC FRET
12 | O=C(/C=C/c1ccc(OCc2ccccc2)c(OCc2ccccc2)c1)c1cccnc1 | 4
13 | O=C(O)CCC(=O)N1N=C(c2ccccc2)CC1c1cccs1 (stereo not drawn) | -7

# Next section:
41	CCNC(=O)C1CCCN1S(=O)(=O)c1ccc(OC)cc1 (stereo not drawn)
42	CCOC(=O)c1c(-c2ccccc2)csc1NC(=O)/C(C#N)=C/c1ccc(OC)c(OC)c1
43	O=c1cc(CO)oc(C(Nc2ccccn2)c2ccccc2Cl)c1O (stereo not drawn)
44	CS(=O)(=O)N(CC(=O)N1CCCCCC1)c1cccc(Br)c1
45	CC(OC(=O)c1cccs1)C(=O)NCc1ccco1 (stereo not drawn)
46	O=C(c1cc(C2CC2)on1)N1CCN(c2ccc(F)cc2)CC1
47	CCSc1nc2ccc(OC)cc2cc1C#N
48	Cc1cc(S(=O)(=O)NCCN2CCOCC2)c(C)s1

Compound	41	42	43	44	45	46	47	48
m-calpain inh	-11	-5	-1	-26	11	-38	3	-40
Furin inhibitor	-18[20 µM]	3	-31	-23	1	-9	-14[20 µM]	-34
EBV gp42 block	-9	-29	-48	-14	-2	-13	-17	1
Runt-SMMHC FRET	1	-188	14	-4	0	-1	2	-2
Runt-CBFb FRET	-2	-94	.	-3	0	1	4	2
p97 ATPase inh	8	-1	3	3	5	1	0	5
NCF1 inh	-8	-24	-10	-12	-10	-15	6	1
TbHK1 inh	-5	-4	-6	-1	2	3	1	-1
RBBP9 inhibitor	4	0	-4	-7	2	-4	-2	0

49	CCSc1nnc(NC(=O)C(C)(C)C)s1
50	Cc1ccc(SCc2cc(=O)[nH]c(N3CCN(Cc4ccc5c(c4)OCO5)CC3)n2)cc1
51	Cc1ccc(N2C(=O)[C@@H]3C(c4cccnc4)=NO[C@@H]3C2=O)c(C)c1
52	CC(C)(C)C1CCc2c(sc(NC(=O)c3ccco3)c2C(N)=O)C1 (stereo not drawn)
53	Cc1ccc(CNc2nc3ccc(C)cc3n3cnnc23)cc1
54	COCCn1c(SCC(=O)NCc2ccco2)nc2cccnc21
55	Cc1cc(C)c(OCCCCN(C)C)c(Br)c1
56	CCCCCCc1ccc(OCC(=O)O)cc1OCC(=O)O
57	C=CCOc1ccc(C=Nc2ccc(OC)cc2)c(O)c1

Compound	49	50	51	52	53	54	55	56	57
m-calpain inh	-12	2	-4	-301	-46	-74	6	-3	6
Furin inhibitor	-16	-14[20 µM]	-24	-21[20 µM]	-23	-16	-17	-9	-21
EBV gp42 block	-13	12	-20	-20	-35	-9	5	-9	-1
Runt-SMMHC FRET	3	-2	1	2	-7	0	0	0	3
Runt-CBFb FRET	2	-7	0	-2	0	0	0	0	-1
p97 ATPase inh	-9	-2	4	0	0	2	-4	-6	-2
NCF1 inh	-10	-4	-19	10	-14	-4	-2	-16	-4
TbHK1 inh	1	2	0	-3	-14	-1	9	30	-12
RBBP9 inhibitor	-6	-5	2	7	-4	1	2	-10	-9

# Molecules above that contain a furan ring, fused or not (eight):
1	COc1ccc(OCC(=O)Nc2cccc(NC(=O)c3ccco3)c2)cc1
3	Cc1ccc(CNC(=O)CSc2c3c(nc4ccc(Cl)cc24)CCCC3)o1
5	O=C(NCc1ccco1)c1c(F)cccc1Cl
9	S=C(c1ccc(-c2ccccc2Cl)o1)N1CCOCC1
40	Cc1ccc(-c2nn(-c3cccc(F)c3)cc2CNCCc2ccncc2)o1
45	CC(OC(=O)c1cccs1)C(=O)NCc1ccco1 (stereo not drawn)
52	CC(C)(C)C1CCc2c(sc(NC(=O)c3ccco3)c2C(N)=O)C1 (stereo not drawn)
54	COCCn1c(SCC(=O)NCc2ccco2)nc2cccnc21

Compound	1	3	5	9	40	45	52	54
m-calpain inh	-7	-20	-11	-21	-32	11	-301	-74
Furin inhibitor	-18	-10[20 µM]	-20	-12	-30	1	-21[20 µM]	-16
EBV gp42 block	5	-8	-13	-7	-15	-2	-20	-9
Runt-SMMHC FRET	0	3	-1	4	2	0	2	0
Runt-CBFb FRET	2	11	-2	21	3	0	-2	0
p97 ATPase inh	-1	4	4	0	1	5	0	2
NCF1 inh	0	-14	-10	-13	-21	-10	10	-4
TbHK1 inh	0	-7	-9	-6	-5	2	-3	-1
RBBP9 inhibitor	-12	1	-7	-3	4	2	7	1
